HCV inh: HCV inhibition | Potency, µM (series often up to 41.8 µM), for the others: at the highest dose activity change, negative = inhibition, actives largely listed as inhibitors | Huh7.5.1 HCVcc-Cre infection, luciferase reporter, 44 h | AID 651820 | 340,000 tested, 3.4% active; note: potency is the fitted concentration of half-maximal effect
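Infectious HCV cell culture screen: compound-treated cells (1,000/well, pre-plated 4 h) are infected with HCVcc-Cre at roughly 0.5 moi and grown 44 h. Infection is quantified by luciferase signal after 15 min substrate incubation at room temperature.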
Giardia FBPA inh: inhibitors of Giardia lamblia fructose-1,6-bisphosphate aldolase. A8B2U2. purified Giardia FBPA. Potency, µM (series often up to 59.6 µM), without a hit: at the highest dose activity, negative = inhibition, usual class: inhibitors. 290,000 tested, 0.71% active. AID 2451; note: potency is the fitted concentration of half-maximal effect; nearly all actives have a fitted effect of over 55% in size
Target sequence (A8B2U2 whole entry, looked up): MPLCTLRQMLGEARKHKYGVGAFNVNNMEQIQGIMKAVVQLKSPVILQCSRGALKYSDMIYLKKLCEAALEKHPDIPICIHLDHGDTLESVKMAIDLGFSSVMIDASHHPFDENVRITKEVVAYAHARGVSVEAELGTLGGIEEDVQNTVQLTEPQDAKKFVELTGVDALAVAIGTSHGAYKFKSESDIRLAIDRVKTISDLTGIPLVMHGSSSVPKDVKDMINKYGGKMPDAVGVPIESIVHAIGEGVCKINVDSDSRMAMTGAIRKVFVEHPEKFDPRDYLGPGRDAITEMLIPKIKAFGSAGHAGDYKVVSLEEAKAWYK
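40 nM FBPA preincubated 10 min at RT with compound (up to 57.5 uM final), then substrate plus GAPDH/TPI/NAD/arsenate coupling and diaphorase/resazurin added. Fluorescence read after 20 min at RT, 525/598 nm.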
HCMV inh: human cytomegalovirus inhibition | activity change, negative = inhibition, % at 57.5 µM | HFF cells, HCMV-luciferase reporter, 72 h; stronger effect = lower value | 410,000 tested, 4.5% active; in the data active = activity change below about -60%; inconclusive = no clear call, values can overlap the other calls; inactive = above about -39%
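Two compound doses tested in HFFs infected with HCMV-luciferase, MOI 1 PFU/cell, 72 h at 37C. Lysate luminescence read with OneGlo; data normalized against buffer-only and 10uM Salinomycin inhibitor controls.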
AMA1 RON2 block: inhibitors of Plasmodium falciparum AMA1-RON2 interaction; AlphaScreen AMA1-biotinylated RON2 peptide binding; Potency, µM (titrated, usually from 58.2 µM), inactives show at the highest dose activity change, negative = inhibition, usual class: inhibitors; 360,000 tested, 0.2% active;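 note: potency is the fitted concentration of half-maximal effect; 0% = vehicle wells and -100% = peptide control; nearly all actives have a fitted effect of over 45% in size; some results filed as inactive show a strong effect at the top dose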
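AMA1 (3D7) with his tag at 25 nM final met compounds first, then biotinylated RON2 peptide at 25 nM; detection used donor plus acceptor beads, 10 µg/mL apiece, read by AlphaScreen after 30 min at room temperature.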
AmpC detergent: blocks E. coli AmpC beta-lactamase in detergent assay. P00811. AmpC hydrolysis of nitrocefin, absorbance 480 nm, 0.01% Triton. Potency, µM (top dose mostly 114 µM), for the others: at the highest dose activity change, negative = inhibition, usual class: inhibitors. 370,000 tested, 0.041% active. AID 485294;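 note: potency is the fitted concentration of half-maximal effect; 0% = no-compound wells and -100% = no-enzyme wells; nearly all actives have a fitted effect of over 25% in size; some results filed as inactive show a strong effect at the top dose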
Target sequence (P00811 whole entry, looked up): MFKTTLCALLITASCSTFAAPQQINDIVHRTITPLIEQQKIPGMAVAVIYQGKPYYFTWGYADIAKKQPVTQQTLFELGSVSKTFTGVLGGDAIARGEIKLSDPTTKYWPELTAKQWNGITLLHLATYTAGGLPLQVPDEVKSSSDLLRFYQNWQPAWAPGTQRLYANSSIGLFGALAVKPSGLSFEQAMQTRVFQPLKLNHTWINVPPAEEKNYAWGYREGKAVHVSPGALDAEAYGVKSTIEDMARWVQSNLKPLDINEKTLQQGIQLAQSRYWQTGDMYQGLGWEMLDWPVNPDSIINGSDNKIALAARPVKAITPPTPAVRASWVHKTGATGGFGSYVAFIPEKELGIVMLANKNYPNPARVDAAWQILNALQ
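20 mM phosphate pH 7.0 + 0.01% (detergent screen) or 0.0001% Triton X-100; 5.3 nM AmpC reagent; cpd preinc 15 min RT; nitrocefin (800 uM stock) to start; A480 q20 s × 4 min; Activity was normalised to no-enzyme and no-compound control wells.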
Sm TGR block: inhibitors of Schistosoma mansoni thioredoxin glutathione reductase. Q962Y6. purified TGR, DTNB reduction, TNB absorbance 405 nm. Potency, µM (titrated, usually from 114 µM), without a hit: at the top dose activity change, negative = inhibition, usual class: inhibitors. 360,000 tested, 3% active. AID 485364; note: potency is the fitted concentration of half-maximal effect; nearly all actives have a fitted effect of over 60% in size
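TGR 20 nM + NADPH 100 uM (dispensed conc.), cpd preinc 15 min RT; start with NADPH (500 uM addition) then DTNB (15 mM addition). Kinetic TNB absorbance, 405 nm filter. Four-parameter Hill fit across titration.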
Starred values were filed as active, the others as inactive; ? = inconclusive; . = not tested or not shown; & = joins results of further samples; [ ] = remark or other dose. Unless noted, calls come from the whole dose curve; as a rule, active = well fitted curve in the direction sought with a large enough effect; inconclusive = small, poorly fitted or top-dose-only effect, or another doubt; inactive = no such curve, though single readings can be large; an effect the other way counts as inactive or inconclusive. Unless noted, % is set by controls: 0 for no effect and ±100 for the full control effect.

SMILES	HCV inh	Giardia FBPA inh	HCMV inh	AMA1 RON2 block	AmpC detergent	Sm TGR block
O=C(NC12CC3CC(CC(C3)C1)C2)c1cc(F)c(F)c(F)c1F	-1.2%	-2.5%	-33.7	1.6%	-5.4%	-11.1%
CC(/C=N/NC(=O)c1ccncc1)=C\c1ccc(C(C)C)cc1	-6.9%	5.7%	34.5	6.1%	-0.6%	-1.4%
CC(=O)N1CCN(c2ccccc2NC(=O)COc2cc(C)cc(C)c2)CC1	?	10.0%	-10.6	9.0%	5.1%	7.7%
O=C(NCc1cccnc1)/C(=C\c1ccc(-c2ccc(Br)cc2)o1)S(=O)(=O)c1ccccc1	11.2µM*	7.4%	-102.6*	-16.1%	2.1%	50.1µM*
CCNC(=S)N(Cc1cc2cc(C)ccc2[nH]c1=O)C1CCCC1	36.1%[activator]	-1.4%	-39.0	20.2%	-10.4%	0.4%
CC(CCn1cccn1)NC(=O)c1cc(COc2ccc(F)cc2Cl)on1 (configuration not stated)	-11.0%	-1.9%	-29.1	0.0%	7.2%	0.2%
Cc1nnc(SCC(=O)NC2CCCCC2)n(N)c1=O	1.7%	-4.1%	35.7	2.8%	-12.6%	11.1%
CCCN(c1ccc(OCC)cc1)S(=O)(=O)c1ccc2c(c1)NC(=O)CO2	?	.	-18.8	0.0%	-0.1%	-2.6%
C[C@H](O)[C@@H]1C(=O)N2CCc3ccc(-c4cccc(F)c4)cc3[C@@H]2C[C@@H]1N(C)C(=O)C(C)(C)C	-12.4%[8.37 µM]	.	17.6	-0.1%	.	.
CCc1ccc(NC(=O)CSc2ccc3nnc(CCNS(=O)(=O)c4ccc(OC)cc4)n3n2)cc1	.	.	-12.1	.	0.8%	-0.3%
Cc1ccc([N+](=O)[O-])cc1NC(=O)CCc1ccccc1	12.3%	3.5%	-21.7	10.0%	-5.0%	2.3%
O=C(c1ccc(Cl)cc1Cl)N1CCC(c2nc3c(nnn3Cc3ccco3)c(=O)[nH]2)CC1	3.9%&5.1%	4.6%	-15.7	-0.5%	0.4%	-16.8%
O=C(Nc1cccnc1)c1coc(=O)c2ccccc12	4.6%	-6.5%	81.4	17.5%	0.8%	-2.2%
COCCCn1c(C2CCCCC2)nc2oc3cc(OC)ccc3c(=O)c2c1=O	3.1%	-1.9%	-36.2	2.1%	-8.5%	-6.3%
O=C(NCc1ccccc1)C(c1cccnc1)N(C(=O)c1ccccn1)c1ccccc1F (configuration not stated)	12.7%	4.1%	-3.4	3.4%	-10.1%	-17.5%
COC(=O)c1cccc(NC(=O)Cn2cnc3ccccc3c2=O)c1	4.1%	-6.2%	13.5	2.9%	-1.9%	8.7%
COc1cc(/C=C2\C(=N)N3N=C(C(C)C)SC3=NC2=O)ccc1OCCOc1ccc(NC(C)=O)cc1	-0.7%	10.7%	5.8	6.3%	2.4%	7.3%
CC(=O)c1ccc(C(=O)N(C)C2CCCN(Cc3ccccc3F)C2)s1 (configuration not stated)	5.4%	13.0%	18.1	-8.8%	?	-17.8%
CC(C)(CO)Nc1ncnc2onc(-c3ccc(F)cc3)c12	-9.0%	1.7%	?	20.4%	-7.7%	5.7%
CN(Cc1ccc(F)cc1)C(=O)c1cccc(S(=O)(=O)N2CCN(Cc3ccccc3)CC2)c1	?	.	-35.7	-26.0%	1.1%	-16.3%
Cc1cnc(C(=O)OCC(=O)NCc2ccc(Cl)cc2)cn1	15.6%	.	0.4	8.5%	.	.
Cc1ccc(C(=O)C2CCN(S(=O)(=O)c3c(C)noc3C)CC2)cc1	-4.3%	8.7%	0.4	-10.4%	-1.7%	0.6%
C=CCNC(=O)CC1C(=O)NCCN1Cc1c(F)cccc1Cl (configuration not stated)	-3.8%	2.2%	-12.3	16.0%	-2.8%	0.2%[57.1 µM]
CCCN(C(=O)c1sc2nc3n(c(=O)c2c1C)CCCC3)c1ccccc1C	.	.	-102.0*	.	17.5%	-14.5%
CCOC(=O)C1=C(C)N=c2s/c(=C\c3ccc(C(=O)O)cc3)c(=O)n2C1c1ccc(OC)cc1OC (configuration not stated)	0.9%	.	2.8	-3.4%	.	.

Copied from the results shown for reference:
SMILES	HCV inh	Giardia FBPA inh	HCMV inh	AMA1 RON2 block	AmpC detergent	Sm TGR block
C=CCNC(=O)CC1C(=O)NCCN1Cc1c(F)cccc1Cl (configuration not stated)	-3.8%	2.2%	-12.3	16.0%	-2.8%	0.2%[57.1 µM]
CCCN(C(=O)c1sc2nc3n(c(=O)c2c1C)CCCC3)c1ccccc1C	.	.	-102.0*	.	17.5%	-14.5%
CCOC(=O)C1=C(C)N=c2s/c(=C\c3ccc(C(=O)O)cc3)c(=O)n2C1c1ccc(OC)cc1OC (configuration not stated)	0.9%	.	2.8	-3.4%	.	.

The list goes on:
SMILES	HCV inh	Giardia FBPA inh	HCMV inh	AMA1 RON2 block	AmpC detergent	Sm TGR block
NC(=O)c1ccccc1C[C@H](C(=O)O)N1C(=O)c2ccc(C(=O)O)cc2C1=O	.	-1.2%	.	.	5.2%	-0.3%
O=[N+]([O-])c1cc(/C=N/O)ccc1Oc1cccc(Cl)c1	21.7%	-4.2%	32.2	-23.7%	3.4%	.
CS(=O)(=O)c1ccc(C(=O)NCCN2C(=O)S/C(=C\c3cccnc3)C2=O)cc1[N+](=O)[O-]	?	-9.1%	-114.5*	-11.4%	-3.6%	8.91µM*
CC(C)Oc1ccc(C(=O)O)cc1	23.0%	4.6%	-12.5	-0.5%	-4.7%	-0.7%
Cc1cccc(NC(=O)CSc2nnc(C)c(=O)n2N)c1	-1.5%	4.6%	-21.8	10.4%	-4.9%	17.1%
Cn1c(CSCc2ccc(Cl)cc2)n[nH]c1=S	4.1%	-0.7%	-27.2	92.5%[activator]	5.9%	.
CC(C)Cn1cc(C(=O)NCc2cccs2)c2c3ccccc3n(C)c2c1=O	-3.2%	-1.5%	-18.4	8.4%	1.9%	-3.5%
CC(NC(=O)c1cc(F)c(F)c(F)c1F)c1ccc(-n2ccnc2)cc1 (configuration not stated)	-4.8%	.	97.8	0.0%	?	-24.8%
CSc1ccccc1NC(=O)C1=COCCO1	-2.4%	.	?	-1.2%	-6.6%	-19.8%
CC(C)COc1ccc(C(=O)Nc2sc3c(c2C(=O)O)CC(C)(C)OC3)cc1	10µM*	24.2%	?	-10.9%	1.0%	0.0%
NC(=O)CC(NC(=O)c1ccc(Br)cc1)c1ccc(N2CCCCCC2)c([N+](=O)[O-])c1 (configuration not stated)	?	4.5%	30.8	-22.7%	-9.0%	2.5%
CN(C)S(=O)(=O)c1ccc(NC(=O)CCNC(=O)c2ccco2)cc1	-3.6%	10.8%	4.6	-26.6%	3.7%	-0.8%
COc1ccccc1NC(=O)C1CC(O)CN1C(=O)Oc1ccccc1 (configuration not stated)	-3.7%	-9.4%	1.3	13.3%	0.2%	-1.1%
N#C/C(=C/c1ccc(N2CCCCC2)o1)C(=O)NCCc1c[nH]c2ccccc12	?	-5.6%	-60.4*	-21.3%	-2.2%	?
COc1cccc(/C=N/N2CCOCC2)c1O	9.1%	2.6%	35.7	13.8%	-4.1%	0.3%
Cc1cc(-c2nc3ncccc3o2)ccc1N	-15.2%	-0.3%	54.8	-15.6%	3.1%	0.7%
CCOc1ccc(N2C(=O)C3C(c4ccc(O)cc4)NC(CCSC)(C(=O)OC)C3C2=O)cc1 (configuration not stated)	0.7%	6.4%	9.5	-10.5%	-3.9%	.
CCOC(=O)c1ccc(NC(=O)c2c(N3CCCC3=O)c3cc(OC)ccc3n2C)cc1	.	.	2.2	.	4.8%	1.4%
CC1=NN(c2ccccc2)C(=O)C1/C=C1/C(=O)NC(=O)N(c2cc(C)cc(C)c2)C1=O (configuration not stated)	15.1%	?	21.0	-12.7%	0.9%	4.1%
O=S(=O)(Cc1ccccc1)N1CCN(c2ncccn2)CC1	17.4%	.	128.4	-13.4%	3.6%	6.8%
COc1ccc(OC)c(NC(=O)CSc2ncnc3c2cnn3-c2ccccc2Cl)c1	0.891µM*	-1.5%	.	-8.5%	?	?
COc1ccccc1OCCNC(=O)c1ccccc1C	-11.7%	1.5%	-7.1	-24.4%	-6.9%	0.2%
O=S(=O)(c1cccc(C(F)(F)F)c1)N1CCC(c2nc3ccccc3[nH]2)CC1	-9.2%	13.8%	-2.0	-1.0%	2.9%	10.5%
COc1ccc(OC)c(NS(=O)(=O)c2cccc3cccnc23)c1	0.1%	-12.1%	5.9	2.6%	-2.8%	-16.4%
O=C(Nc1ccc(Br)cc1F)c1ccc2c(c1)N(Cc1ccccc1)C(=O)CS2=O (configuration not stated)	-0.9%	-2.2%	-35.6	14.4%	?	-0.4%
SMILES	HCV inh	Giardia FBPA inh	HCMV inh	AMA1 RON2 block	AmpC detergent	Sm TGR block
CCN(C(=O)CSc1nnc(C)n2c1cc1occc12)c1ccccc1	.	.	?	.	-1.2%	-20.0%
Cc1nn(-c2ccc(F)cc2)c(C)c1CN1CCN(Cc2ccccc2)C(CCO)C1 (configuration not stated)	-7.6%	3.1%	-13.2	-8.1%	3.8%	-19.0%
CCN1CCN(c2cc(C)c3cc(NC(=O)/C=C/c4ccc(C)cc4)ccc3n2)CC1	.	.	-20.9	.	7.1%	0.9%
Cc1ccc(N2C(=O)c3ccccc3C2C(=O)c2ccc(O)cc2O)cc1 (configuration not stated)	-3.5%	1.1%	-17.3	-26.2%	-6.6%	?
CCC(c1nnc(SCC(=O)NC2CCCCC2)n1Cc1ccccc1)N(C)C (configuration not stated)	-12.2%	.	-23.1	12.4%	-14.4%	-7.2%
O=C(Nc1cc(Cl)ccc1N1CCOCC1)C1CC1	7.7%	.	23.9	-7.3%	.	.
CCn1ncc(C2=NOC(C(=O)Nc3ccc4c(c3)OCO4)C2)c1C (configuration not stated)	-22.6%	-15.8%	-37.5	3.4%	-2.9%	-1.4%
CC(C)CCn1c(CN2CCN(c3cccc(Cl)c3)CC2)nc2c1c(=O)n(C)c(=O)n2C	7.3%	-8.4%	100.6	5.5%	-6.1%	-8.6%
COc1ccccc1OCCNc1nc2c(c(=O)n(C)c(=O)n2C)n1C	8.5%	3.9%	-5.5	-11.7%	-6.4%	-5.1%
Cc1ccc(N2C(=O)CC(NCc3ccc4c(c3)OCO4)C2=O)cc1Cl (configuration not stated)	4.9%	-13.9%	6.8	-10.0%	?	?
COc1ccc(Oc2ccc(S(=O)(=O)N3CCCCC3)cc2S(=O)(=O)N2CCCCC2)cc1	?	1.6%	-37.5	-2.6%	1.1%	-4.4%
COc1ccccc1C(=O)Nc1nsc(-c2ccccc2)n1	5.7%	-8.9%	29.5	-3.1%	2.0%	-4.4%
O=C(COC(=O)CN1C(=O)c2ccccc2C1=O)Nc1cccc(F)c1	7.5%	.	13.2	-5.5%	3.1%	4.1%
CC1N=C(c2ccccc2)c2cc(Br)ccc2NC1=O (configuration not stated)	17.2%	-0.8%	-15.7	8.3%	-6.3%	5.3%
COCCSc1ccccc1C(=O)Nc1ccc2c(c1)OCO2	12.1%	2.7%	?	-8.2%	-6.9%	.
Cc1cccc(N(CC(=O)NCCC2=CCCCC2)S(C)(=O)=O)c1C	-5.4%	6.0%	9.3	-7.4%	0.9%	-11.6%

Compound activity from PubChem.
